14-3-3 PPI = alters human 14-3-3 gamma binding to Raf peptide; P61981; FP, 14-3-3gamma / TMR-pS259-Raf peptide binding; inhibition, % at 40 µM; 160,000 tested, 0.19% active; AID 422; in the data active = inhibition above about 30%;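 note: 0% = protein plus tracer without compound and 100% = blank with tracer alone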
Target sequence (P61981 whole entry, looked up): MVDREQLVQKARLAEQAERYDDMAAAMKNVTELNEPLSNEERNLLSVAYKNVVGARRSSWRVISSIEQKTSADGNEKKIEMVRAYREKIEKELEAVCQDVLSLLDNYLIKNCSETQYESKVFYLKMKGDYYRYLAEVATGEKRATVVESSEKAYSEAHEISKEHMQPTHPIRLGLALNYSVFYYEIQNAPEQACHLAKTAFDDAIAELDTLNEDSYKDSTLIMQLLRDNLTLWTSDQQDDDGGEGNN
Starred values were filed as active, the others as inactive; & = joins results of further samples.

The opening 4 records, ahead of the listing:
Results for CCOc1ccccc1-c1cc(C(=O)Nc2ccc(C(=O)O)cc2)c2ccccc2n1 ?
14-3-3 PPI: -30

Results for Cc1nc2sc(C(=O)N3CCCC3)c(N)c2c(-c2ccc(Br)cc2)c1C(=O)Nc1ccc(Cl)cc1 ?
14-3-3 PPI: -13

What do the screens show for `O=C(CSc1nc2ccc(N=Cc3ccc(F)cc3)cc2s1)Nc1cccc([N+](=O)[O-])c1`?
14-3-3 PPI: 3

What do the screens show for `CC1CCC2C(=O)N(c3ccc(NCCCc4ccccc4)c([N+](=O)[O-])c3)C(=O)C2C1` (centres undefined)?
14-3-3 PPI: 5

This part in full, previewed entries included:
Results for CCOc1ccccc1-c1cc(C(=O)Nc2ccc(C(=O)O)cc2)c2ccccc2n1 ?
14-3-3 PPI: -30

Results for Cc1nc2sc(C(=O)N3CCCC3)c(N)c2c(-c2ccc(Br)cc2)c1C(=O)Nc1ccc(Cl)cc1 ?
14-3-3 PPI: -13

What do the screens show for `O=C(CSc1nc2ccc(N=Cc3ccc(F)cc3)cc2s1)Nc1cccc([N+](=O)[O-])c1`?
14-3-3 PPI: 3

What do the screens show for `CC1CCC2C(=O)N(c3ccc(NCCCc4ccccc4)c([N+](=O)[O-])c3)C(=O)C2C1` (centres undefined)?
14-3-3 PPI: 5

Results for COc1cccc(OC)c1C(=O)N1CCN(Cc2ccncc2)CC1 ?
14-3-3 PPI: 4

Results for CCOC(=O)C1CCN(C(=O)CC(C)c2ccccc2)CC1 (centres undefined) ?
14-3-3 PPI: -15

Results for COc1cc(C(=S)N2CCCC2)cc(Cl)c1O ?
14-3-3 PPI: -6

What do the screens show for `CC1CCN(C(=O)C2(S(=O)(=O)c3ccc(Cl)cc3)CC2)CC1`?
14-3-3 PPI: -26

How did Cc1cc(NC(=O)CN2C(=O)C3C4C=CC(C4)C3C2=O)c2ccccc2n1 (centres undefined) do in these assays?
14-3-3 PPI: -13

How did CCC(=O)Nc1cc(C(=O)O)ccc1Sc1ccc(C)cc1 do in these assays?
14-3-3 PPI: -21

How did Cn1cc(CCCC(=O)NCc2cccs2)c2ccccc21 do in these assays?
14-3-3 PPI: -1

Results for CN1CCN(c2cc(NCC(=O)O)c3c4c(onc24)-c2ccccc2C3=O)CC1 ?
14-3-3 PPI: -4

What do the screens show for `COC(=O)c1sc(NC(=O)c2ccc(Cl)cc2)nc1C`?
14-3-3 PPI: 3

Results for COc1ccc(CNC(=O)C2CC(=O)N(c3ccc(OCc4ccc(F)cc4)cc3)C2)cc1 (centres undefined) ?
14-3-3 PPI: -8

What do the screens show for `Cc1ccc(C)c(NC2=C(Cl)C(=O)N(c3cccc(C)c3C)C2=O)c1`?
14-3-3 PPI: -8

Results for CN(C)CCNC(=O)c1ccc(Cn2c(=S)[nH]c3ccccc3c2=O)cc1 ?
14-3-3 PPI: -4

How did CCOC(=O)c1c(CN(CC)CC)n(C)c2cc(Br)c(OC)cc12 do in these assays?
14-3-3 PPI: -2

How did O=c1oc2ccccc2c(O)c1/C=N/c1ccccn1 do in these assays?
14-3-3 PPI: -7

How did CCOC(=O)c1[nH]c2ccccc2c1NC(=O)c1ccccc1C(=O)c1ccccc1 do in these assays?
14-3-3 PPI: 12

How did CCCc1nc2n[nH]c(N)c2c2c1CCCC2 do in these assays?
14-3-3 PPI: 2&-8

How did COc1ccccc1Cn1c(=S)[nH]c2cc(C(=O)N3CCN(C)CC3)ccc2c1=O do in these assays?
14-3-3 PPI: 3

Results for Cc1c(C2=NC(C)(C)CO2)cccc1[N+](=O)[O-] ?
14-3-3 PPI: 2

What do the screens show for `COc1nc(OC)nc(N2CCC(C(=O)NC3CCCCCC3)CC2)n1`?
14-3-3 PPI: -8

What do the screens show for `CCn1c2ccccc2c2cc(NC(=O)c3cc(OC)c(OC)c(OC)c3)ccc21`?
14-3-3 PPI: -4

Arranged by molecular weight (smallest number first): 3 of the compounds above
How did CCCc1nc2n[nH]c(N)c2c2c1CCCC2 do in these assays?
14-3-3 PPI: 2&-8

How did CCOC(=O)c1c(CN(CC)CC)n(C)c2cc(Br)c(OC)cc12 do in these assays?
14-3-3 PPI: -2

What do the screens show for `CCn1c2ccccc2c2cc(NC(=O)c3cc(OC)c(OC)c(OC)c3)ccc21`?
14-3-3 PPI: -4

New compounds follow.
What do the screens show for `O=C(Nc1ccc(Cl)c(-c2nc3ccccc3o2)c1)c1cc([N+](=O)[O-])ccc1Br`?
14-3-3 PPI: -134

What do the screens show for `COc1cc(C2Nc3ccccc3S(=O)(=O)N2Cc2ccccc2)cc(Br)c1OC` (centres undefined)?
14-3-3 PPI: -1

What do the screens show for `Cc1cc(NC(=O)CSC2=Nc3ccccc3C3=NC(Cc4ccccc4)C(=O)N23)n[nH]1` (centres undefined)?
14-3-3 PPI: -4

Results for CC(C)(C)C1CCc2onc(C(=O)N3CCOCC3)c2C1 (centres undefined) ?
14-3-3 PPI: 1

Results for Cc1nn(C)c(C)c1S(=O)(=O)N1CCN(c2ccc(F)cc2)CC1 ?
14-3-3 PPI: 3

How did COc1nc(-c2ccc(Cl)cc2)ccc1-c1noc(-c2ccncc2)n1 do in these assays?
14-3-3 PPI: -46

What do the screens show for `N#Cc1ccc(C(c2c(O)[nH]c(=O)[nH]c2=O)c2c(O)[nH]c(=O)[nH]c2=O)cc1`?
14-3-3 PPI: -19

Results for CC(c1ccccc1)N1CC(C(=O)N2CCN(c3ccc(F)cc3)CC2)CC1=O (centres undefined) ?
14-3-3 PPI: -1

What do the screens show for `Cc1cc(C)c(OCC(=O)Nc2ccc(Br)cc2)c(C)c1`?
14-3-3 PPI: -10

How did CCOc1cc(Oc2ccc(C(F)(F)F)cc2Cl)ccc1N1C(=O)C=CC1=O do in these assays?
14-3-3 PPI: -17

Results for Cn1c(=O)c2c(nc(NCCc3ccccc3)n2Cc2cccc(Br)c2)n(C)c1=O ?
14-3-3 PPI: -12

How did CNC(=O)c1c(O)c2cccc3c2n(c1=O)CCC3 do in these assays?
14-3-3 PPI: -11

How did c1ccc(N2CCN(c3nc(NCc4ccco4)c4ccccc4n3)CC2)cc1 do in these assays?
14-3-3 PPI: -5

What do the screens show for `COc1cc(C2C3=C(CC(C)(C)CC3=O)Nc3ccc4ccccc4c32)ccc1O` (centres undefined)?
14-3-3 PPI: -14

How did FC(F)(F)c1cc(-c2ccccc2)nc(-n2ccnc2)n1 do in these assays?
14-3-3 PPI: 2

Results for C=CCN(c1ccccc1)S(=O)(=O)c1cccnc1 ?
14-3-3 PPI: -1

How did Cc1ccc(C)c(OCC(=O)Nc2ccc(C(=O)OCC(C)C)cc2)c1C do in these assays?
14-3-3 PPI: 0

How did Cc1c2c(nc3ccccc13)OC(C)C2 (centres undefined) do in these assays?
14-3-3 PPI: -9

Results for O=C(NCc1ccc(F)cc1)C1CCN(C(=O)NCc2ccccc2)CC1 ?
14-3-3 PPI: -5

Results for CCC1CCCCN1C(=O)CSc1nc(N)c(NC(=O)c2ccco2)c(=O)[nH]1 (centres undefined) ?
14-3-3 PPI: -1

How did COc1ccccc1NC(=O)CN(Cc1ccco1)C(=O)c1ccc(-n2nc(C)cc2C)cc1 do in these assays?
14-3-3 PPI: -2

How did Cc1ccc(C(C)C)c(OCC(=O)Nc2sc3c(c2C#N)CC(C)(C)NC3(C)C)c1 do in these assays?
14-3-3 PPI: -3

What do the screens show for `N#C/C(=C1/CCCCCN1)c1nc2ccccc2[nH]1`?
14-3-3 PPI: -1

What do the screens show for `Cc1ccc(S(=O)(=O)NC(C)C(=O)O)cc1` (centres undefined)?
14-3-3 PPI: 9

Results for CCOCC(=O)Nc1c(C(=O)Nc2ccccc2OC)oc2ccccc12 ?
14-3-3 PPI: 0

Results for O=C(Nc1ccc(-n2nncc2C23CC4CC(CC(C4)C2)C3)cc1)c1cccs1 ?
14-3-3 PPI: -16

What do the screens show for `COCCn1nnnc1C(c1cccc(C#N)c1)N1CCCCCC1` (centres undefined)?
14-3-3 PPI: -8

What do the screens show for `Cc1ccc(NC2=NS(=O)(=O)c3ccccc32)c(C)c1`?
14-3-3 PPI: -3

How did Cc1nnc(NC(=O)c2ccc(S(=O)(=O)N(C)Cc3ccccc3)cc2)o1 do in these assays?
14-3-3 PPI: -5

What do the screens show for `O=C1C(=O)N(C(c2ccccc2)c2ccc(Cl)cc2)c2ccccc21` (centres undefined)?
14-3-3 PPI: 2

How did N#Cc1cc2c(nc1SCC(O)COc1ccc(Cl)cc1)CCCC2 (centres undefined) do in these assays?
14-3-3 PPI: 1

Results for Cc1ccc(CNC(=O)CC2Sc3ccccc3NC2=O)cc1 (centres undefined) ?
14-3-3 PPI: -7

How did COc1cccc(C(=O)SC2=NCCS2)c1 do in these assays?
14-3-3 PPI: 0&1

Results for COc1ccccc1NC(=O)N1CCOCC1 ?
14-3-3 PPI: 8

How did COc1ccccc1N(CC(=O)NCCSc1ccccc1)S(C)(=O)=O do in these assays?
14-3-3 PPI: 1

How did COC(=O)CN1C(c2ccc(F)cc2)Nc2ccc(Br)cc2C1c1ccccc1 (centres undefined) do in these assays?
14-3-3 PPI: 6

How did COc1ccc(-n2nc(C(=O)NCCN3CCOCC3)c3ccccc3c2=O)cc1 do in these assays?
14-3-3 PPI: -11

Results for Cc1ccc(-c2nnc(SCc3cc(=O)n4cc(Br)ccc4n3)nc2-c2ccc(C)cc2)cc1 ?
14-3-3 PPI: -3

Results for CCN1C(=O)c2ccccc2Sc2ccc(C(=O)NCCCN3CCCC3)cc21 ?
14-3-3 PPI: -15

Results for COc1ccc(C2CC(=O)C3=C(C2)NC(C)=C(C(=O)OC2CCCC2)C3c2cccc(OC)c2OC)cc1OC (centres undefined) ?
14-3-3 PPI: 8

What do the screens show for `Cc1cccc(OCC(O)CN2CCN(C3CCCCC3)CC2)c1` (centres undefined)?
14-3-3 PPI: -4

What do the screens show for `O=C(Oc1ccc([N+](=O)[O-])cc1)c1cc2ccccc2oc1=O`?
14-3-3 PPI: -1

Results for Cc1ccc(OCC(=O)Nc2ccc(O)c(C(=O)O)c2)cc1C ?
14-3-3 PPI: -9

How did CCOC(=O)C1=C(N)OC2=C(C(=O)CC(C)(C)C2)C1c1ccc(OC)c(OC)c1 (centres undefined) do in these assays?
14-3-3 PPI: 6

Results for Cc1ccc2oc(=O)c(-c3nc(-c4ccc(Cl)cc4)cs3)cc2c1 ?
14-3-3 PPI: -1

What do the screens show for `COc1ccc(C2C(=O)N(C3CCCCCC3)CC(=O)N2CCc2ccc(Cl)cc2)cc1` (centres undefined)?
14-3-3 PPI: -3

What do the screens show for `Cc1cccc(-n2nnnc2SCC(=O)c2cc(C)n(CC3CCCO3)c2C)c1` (centres undefined)?
14-3-3 PPI: -5

How did Cc1ccccc1C(=O)Oc1c(Sc2ccccc2)c(C)nn1C(C)(C)C do in these assays?
14-3-3 PPI: 2

Brought forward from above: three compounds, followed by the next part.
What do the screens show for `COc1ccc(C2C(=O)N(C3CCCCCC3)CC(=O)N2CCc2ccc(Cl)cc2)cc1` (centres undefined)?
14-3-3 PPI: -3

What do the screens show for `Cc1cccc(-n2nnnc2SCC(=O)c2cc(C)n(CC3CCCO3)c2C)c1` (centres undefined)?
14-3-3 PPI: -5

How did Cc1ccccc1C(=O)Oc1c(Sc2ccccc2)c(C)nn1C(C)(C)C do in these assays?
14-3-3 PPI: 2

Results for c1csc(-c2ccc3ccccc3n2)c1 ?
14-3-3 PPI: -2

What do the screens show for `COC(=O)CCSCC(=O)Nc1cc(C)on1`?
14-3-3 PPI: -6&0

Results for COC(=O)c1cc(NC(=O)CC2C(=O)NCCN2C(=O)c2ccccc2)cc(C(=O)OC)c1 (centres undefined) ?
14-3-3 PPI: -12

What do the screens show for `CCOC(=O)c1c(C)nc(-c2ccccc2)nc1NC(C)=O`?
14-3-3 PPI: 0

How did O=C(Cc1ccc(Cl)cc1)Nc1cccc(-c2nc3cc4ccccc4cc3[nH]2)c1 do in these assays?
14-3-3 PPI: -6

What do the screens show for `Cc1cc(C)nc(Oc2ccc([N+](=O)[O-])cc2)n1`?
14-3-3 PPI: 13

What do the screens show for `O=S(=O)(O)c1nc2ccccc2n1Cc1ccc(Cl)cc1Cl`?
14-3-3 PPI: -2

What do the screens show for `Cc1ccc(S(=O)(=O)C(CCC(=O)N2CCOCC2)S(=O)(=O)c2ccc(C)cc2)cc1`?
14-3-3 PPI: 3

What do the screens show for `Nc1[nH]ncc1C(=O)Nc1cccc(C(F)(F)F)c1`?
14-3-3 PPI: 5

What do the screens show for `Cc1ccc(NCN2C(=O)c3ccccc3C2=O)c(C)c1`?
14-3-3 PPI: -4

Results for CCOC(=O)CSc1nc2cc(C(=O)OC)ccc2c(=O)n1Cc1ccc(Cl)cc1 ?
14-3-3 PPI: 0

How did CN(Cc1ccc(Cl)nc1)C(=O)c1nsc(Cl)c1Cl do in these assays?
14-3-3 PPI: -3

Results for O=c1[nH]c(NCc2ccccc2)nc2c1CCC2 ?
14-3-3 PPI: -11

How did COc1ccc(C=C2OC(=O)c3c2cc(C)[nH]c3=S)c(OC)c1 do in these assays?
14-3-3 PPI: -28

How did CC(=O)Nc1ccc(S(=O)(=O)NCc2cn3ccsc3n2)cc1 do in these assays?
14-3-3 PPI: -10

What do the screens show for `CCOC(=O)c1c(NC(=O)COc2ncnc3sccc23)sc2c1CCC2`?
14-3-3 PPI: -6

What do the screens show for `Cc1cc2nnc(SCC(=O)NCc3cccs3)n2c(N)n1`?
14-3-3 PPI: -9

What do the screens show for `C/C(=N\O)c1ccc2c3ccccc3n(C)c2c1`?
14-3-3 PPI: -3

Results for CCn1c(SCC(=O)Nc2ccccc2N2CCOCC2)nnc1-c1ccccc1O ?
14-3-3 PPI: -11

Results for O=c1c2c(-c3ccc(-c4ccccc4)cc3)csc2ncn1-c1ccccc1 ?
14-3-3 PPI: -7

How did COc1ccc(CNC(=O)c2cccn3c(=O)c4ccccc4nc23)cc1 do in these assays?
14-3-3 PPI: -25

Results for CC(=O)c1c(C)nc2sccn12 ?
14-3-3 PPI: 5

How did COc1ccc2nc(Nc3nc4ccc(OC)cc4s3)sc2c1 do in these assays?
14-3-3 PPI: -5

What do the screens show for `CCOc1cc(CN2CCN(C(=O)c3ccco3)CC2)ccc1OC`?
14-3-3 PPI: 1

Results for O=C(NCc1cc2cc(Cl)ccc2[nH]1)c1cccc(COc2ccc(Cl)cc2)c1 ?
14-3-3 PPI: -9

Results for Cc1nonc1NC(=O)CN1CCOCC1 ?
14-3-3 PPI: 0

How did COc1ccc(C=Nc2c(C)n(C)n(-c3ccccc3)c2=O)cc1Br do in these assays?
14-3-3 PPI: 4

Results for O=C1CC2(O)CCC1(c1ccccc1)CC2 ?
14-3-3 PPI: -1

High-throughput results: PubChem BioAssay, Emory University Molecular Libraries Screening Center

A portion of the library; the hit share may differ from the screen's.
